# OX1R antag-1: OX1R (HCRTR1) antagonists, primary screen, fluorescence, CHO/OX1R cells, Fluo-8 calcium, orexin A. Fluo-8 calcium fluorescence. inhibition, % at 5 µM. 330,000 tested, 0.43% active. AID 434989, 2010;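 active = inhibition above its plate's threshold, mean inhibition of all tested compounds on the plate plus 3 SD, cut at about 37% in these data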;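 also: 0% = orexin A challenge wells and 100% = SB-334867-A antagonist wells; not every result past the cut was called active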
# Target sequence (O43613 whole entry, looked up): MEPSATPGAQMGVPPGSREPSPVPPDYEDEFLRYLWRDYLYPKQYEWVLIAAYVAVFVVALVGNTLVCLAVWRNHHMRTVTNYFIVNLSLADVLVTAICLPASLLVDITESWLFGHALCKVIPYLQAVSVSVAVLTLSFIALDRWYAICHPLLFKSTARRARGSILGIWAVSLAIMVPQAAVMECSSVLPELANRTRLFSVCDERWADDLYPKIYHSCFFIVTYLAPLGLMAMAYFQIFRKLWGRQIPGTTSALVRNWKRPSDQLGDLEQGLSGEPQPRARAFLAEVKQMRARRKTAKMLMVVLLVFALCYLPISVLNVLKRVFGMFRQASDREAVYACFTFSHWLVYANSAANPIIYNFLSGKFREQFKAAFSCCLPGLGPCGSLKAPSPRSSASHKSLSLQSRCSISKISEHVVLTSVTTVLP
# OX1R antag-2: antagonists of human orexin 1 receptor (OX1R); Orexin/Hypocretin receptor type 1 (Homo sapiens), O43613; OX1R-expressing cells, FRET antagonist read-out; inhibition, % at 6.6 µM; 330,000 tested, 1.8% active; AID 485270, 2010; in the data active = inhibition mostly above about 38%, no sharp cut-off; inactive = mostly below about 40%;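 also: 0% = agonist challenge alone and 100% = reference antagonist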
# * hit, by the source's call.
# Values run as follows: OX1R antag-1	OX1R antag-2
1: CC(Oc1ccccc1)C(=O)N1CCCc2ccccc21 (stereo unspecified)
    -19	9
2: COc1cccc(/C=N/n2cncn2)c1OCC#N
    -5	13
3: O=C1OCCC1Sc1nc2cc(Cl)ccc2s1 (stereo unspecified)
    -6	6
4: COc1ccc(OCC(=O)NNC(=O)c2cccnc2)cc1
    12	8
5: O=C(N/N=C/c1cccnc1)c1ccccc1OCc1cccc(Br)c1
    -44	14
6: O=C1CSC(c2cccnc2)N1Cc1ccc(Cl)cc1Cl (stereo unspecified)
    -38	5
7: COc1ccc(C(=O)NN/C(=N/S(=O)(=O)c2ccc(C)cc2)c2ccccc2)cc1
    6	21
8: COc1ccc(C(=O)NC(C)c2ccc(-n3ccnc3)cc2)c(OC)c1OC (stereo unspecified)
    -5	14
9: CC(C)Oc1cccc(C(=O)NC(=S)Nc2ccccc2)c1
    -22	12
10: CCN(CCC(=O)O)c1ccccc1
    -5	6
11: CCC(c1nnnn1Cc1ccc2c(c1)OCO2)N1CCN(c2ccc(F)cc2)CC1 (stereo unspecified)
    -20	23
12: O=C(N/N=C\c1cccc(F)c1)c1ccc(Cn2cc(Br)c([N+](=O)[O-])n2)o1
    -14	8
13: COc1ccc(CCC(=O)NNC(=S)NCc2ccc(F)cc2)cc1
    -16	33
14: O=C1Nc2ccccc2C1=Nc1ccc(Br)cc1
    6	18
15: Cc1ccc([C@@H]2[C@@H]3C(=O)N(c4ccccc4)C(=O)[C@@H]3[C@]3(C)C(=O)N(CC4CC4)CC(=O)N23)o1
    -11	31
16: Cc1ccc(OCC(=O)N2CCCCCCC2)cc1C
    -11	17
17: CCCSc1nnc(Cn2c(=O)sc3ccccc32)n1-c1ccccc1
    -21	15
18: CC/C(=N\Nc1nncc2ccccc12)c1ccc(F)cc1
    -15	30
19: CC1CCCC(NC(=O)COC(=O)c2cc(S(=O)(=O)N3CCOCC3)ccc2F)C1C (stereo unspecified)
    -24	2
20: O=c1sc2ccccc2c(N2CCCCC2)c1[N+](=O)[O-]
    0	15

# Rewritten with one line to a screen: part of the list above.
(16) Cc1ccc(OCC(=O)N2CCCCCCC2)cc1C
(13) COc1ccc(CCC(=O)NNC(=S)NCc2ccc(F)cc2)cc1
(9) CC(C)Oc1cccc(C(=O)NC(=S)Nc2ccccc2)c1
(8) COc1ccc(C(=O)NC(C)c2ccc(-n3ccnc3)cc2)c(OC)c1OC (stereo unspecified)
(17) CCCSc1nnc(Cn2c(=O)sc3ccccc32)n1-c1ccccc1
screen / no.,16,13,9,8,17
OX1R antag-1,-11,-16,-22,-5,-21
OX1R antag-2,17,33,12,14,15

# (more compounds)
# Values run as follows: OX1R antag-1	OX1R antag-2
21: COc1ccccc1-c1ccc(SCc2ccccc2F)nn1
    -28	38
22: Cc1ccc[n+](CC(=O)Nc2ccc(C)c(C)c2)c1
    -5	-10
23: CC(C)C[C@@H]1NC(=O)[C@H](Cc2ccc(O)cc2)NC(=O)c2cc([N+](=O)[O-])cc(I)c2NCCC[C@@H](C(N)=O)NC1=O
    10	1
24: CC1CC2OC(=O)C3(C)CCCC(C)(C23)C1(O)CCc1ccoc1 (stereo unspecified)
    -20	11
25: CCOC(=O)N1CCN(C(=O)CN(c2cc(C(F)(F)F)ccc2Cl)S(C)(=O)=O)CC1
    -30	8
26: Cc1cc(C)n(CC(O)Cn2c3ccccc3c3ccccc32)n1 (stereo unspecified)
    -10	20
27: Cc1ccc(C(=O)CCCn2nnc(-c3cccnc3)n2)cc1C
    -27	17
28: CCNC(=S)NNC(=O)c1csc(C(C)C)c1
    -23	17
29: Cc1oc(-c2ccc(Cl)cc2)nc1CN1CCCC(C(=O)NC2CC2)C1 (stereo unspecified)
    -27	4
30: CCOCc1nc(C)c(Cl)c(NS(=O)(=O)c2ccc(N)cc2)n1
    2	16
31: O=C(/C=C/c1ccccc1)c1ccc2c3c(cccc13)CC2
    -32	12
32: CCCOC(=O)CC1C(=O)NCCN1Cc1ccc(F)cc1 (stereo unspecified)
    -8	13
33: O=C(N/N=C/c1ccc(Br)s1)c1cccnc1
    -4	17
34: CC(C)c1cc(NCC2CCCO2)n2c(nc3ccccc32)c1C#N (stereo unspecified)
    -23	14
35: CCC(CO)NCc1cc(OC)c(OCC(=O)NCCc2ccccc2)cc1Br (stereo unspecified)
    -24	14
36: O=C(NCc1ccccc1)N1CCCC1
    -9	10
37: COCCNC(=O)CN(c1cc(Cl)ccc1OC)S(C)(=O)=O
    0	11
38: Cc1ccc(S(=O)(=O)Nc2ccc3c(c2)n(C)c(=O)n3C)c(C)c1
    5	30
39: COc1ccccc1Nc1nc(N)nc(CSc2nncn2C)n1
    -20	10
40: O=C(CN1C(=O)NC2(CCc3ccccc32)C1=O)Nc1ccccc1C(F)(F)F (stereo unspecified)
    -3	11
41: Cc1ccc(C(=O)Nc2cccc(-c3ccc(N4CCOCC4)nn3)c2)cc1[N+](=O)[O-]
    -23	12
42: COc1cccc(C(=O)Nc2ccc(C(=O)c3ccccc3)cc2)c1
    19	40
43: Cc1ccnc(SCC(=O)c2cccs2)n1
    -19	1
44: CSc1ncccc1C(=O)OCC(=O)NCCC1=CCCCC1
    -36	29
45: CC1(C)Cc2c(cnn2-c2ccc(F)cc2)C(NC(=O)CCn2cncn2)C1 (stereo unspecified)
    -23	-1
46: CC(C)C(=O)c1cn(CC(=O)NCc2ccco2)c2ccccc12
    -3	19
47: O=C(CCCOc1ccccc1)Nc1cc(S(=O)(=O)N2CCOCC2)ccc1N1CCOCC1
    -3	-3
48: CCOC(Cn1cc(C)c(=O)[nH]c1=O)OCC
    -4	-7
49: O=C(NC(Cc1c[nH]c2ccccc12)C(=O)O)c1ccco1 (stereo unspecified)
    -5	19
50: CC(CNC(=O)Cn1cnc2c(OCc3ccccc3)ncnc21)c1ccccc1 (stereo unspecified)
    -11	4
51: CCC(C)Nc1nc(SC(C(C)=O)C(C)=O)nc(N(C)C)n1 (stereo unspecified)
    -19	6
52: CCCCOc1ccc(OCCNC(=O)C2CCCN2C(=O)Nc2ccccc2)cc1 (stereo unspecified)
    -34	13
53: COc1ccc(S(=O)(=O)NCC2CCCN(Cc3ccc(OC)cc3F)C2)cc1 (stereo unspecified)
    -22	-4
54: CNC[C@@H]1Oc2ccc(NC(=O)Nc3c(C)noc3C)cc2CC(=O)N([C@H](C)CO)C[C@H]1C
    0	3
55: CCN(c1ccccc1)S(=O)(=O)c1ccc2c(c1)CCCN2C(C)=O
    -10	14
56: O=C1CCCN1C(=O)COc1ccc([N+](=O)[O-])cc1
    -13	34
57: Cc1ccc(C(=O)COC(=O)c2ccco2)cc1C
    3	24
58: O=C(N/N=C/c1c[nH]c2ccc(Br)cc12)c1ccn(Cc2ccc(Cl)cc2Cl)n1
    -19	17
59: C=CCn1c(SC(C)C(=O)NC2CC2)nnc1-c1ccoc1C (stereo unspecified)
    -5	2
60: CCOc1ccccc1N(C)C(=O)Cn1ncc2c([nH]c3ccc(C)cc32)c1=O
    -12	13
61: O=S(=O)(N1CCCCCC1)N1CCNCC1
    16	-2
62: Cc1ccc(-n2ncc3c2CC(C)(C)CC3NC(=O)CCN2CCCO2)cc1 (stereo unspecified)
    -20	23
63: O=C(O)/C=C\C(=O)Nc1cc(O)ccc1[N+](=O)[O-]
    3	22
64: COc1ccc(NC(=O)C23CC4CC(C2)CC(c2ccccc2)(C4)C3)c(OC)c1
    -29	6
65: O=C(O)C1=C[C@H](c2ccccc2)C[C@H](OCc2ccc(CO)cc2)O1
    -6	17
66: O=C(NC12CC3CC(CC(C3)C1)C2)C12CC3CC(C1)CC(n1cnc(Cl)n1)(C3)C2
    -23	-6
67: Cc1ccc(C2(c3noc(CN4CCC(C(=O)N5CCOCC5)CC4)n3)CCCC2)cc1
    -9	2
68: COc1cc(CNC(=O)CCCCCCC(C)C)ccc1O
    -18	19
69: O=C(CSc1nnnn1-c1cccnc1)Nc1ccccc1F
    -17	6
70: CCOC(=O)CSc1cc(-c2ccccc2)nc2ncnn12
    -21	10
71: O=C(CSc1nc(-c2ccccc2)cc(=O)[nH]1)Nc1ccccn1
    -9	12
72: OC(CNCCC1C=Nc2ccccc21)Cn1c2ccc(Cl)cc2c2cc(Cl)ccc21 (stereo unspecified)
    39	3
73: Cc1ccc(NC(=S)NCc2ccc3c(c2)OCO3)c(C)c1
    -8	22
74: CCOc1ccc(NC(=O)CCNS(=O)(=O)c2ccc3c(c2)c(=O)n(C)c(=O)n3C)cc1
    5	4
75: Cc1cccc(N2CCN(C(=O)c3ccccn3)CC2C)c1 (stereo unspecified)
    -5	12
76: COc1ccc(CNC(=O)CN(Cc2ccccc2F)C(=O)c2csnn2)cc1
    -32	15
77: O=C(NCCSCc1ccccc1)c1ccc(Cl)c(S(=O)(=O)N2CCOCC2)c1
    -24	30
78: CCOC(=O)CSc1nc(N)c(C#N)cc1C#N
    13	8
79: O=C(O)c1ccc(CN2C(=O)c3ccc(C(=O)O)cc3C2=O)cc1
    -17	12
80: CC(=O)Nc1nc(N)n(-c2ccccc2)n1
    -9	22

# Single records, as listed above:
# OC(CNCCC1C=Nc2ccccc21)Cn1c2ccc(Cl)cc2c2cc(Cl)ccc21 (stereo unspecified) as listed: OX1R antag-1 = 39; OX1R antag-2 = 3
# CC(=O)Nc1nc(N)n(-c2ccccc2)n1 as listed: OX1R antag-1 = -9; OX1R antag-2 = 22
# O=C(NC(Cc1c[nH]c2ccccc12)C(=O)O)c1ccco1 (stereo unspecified) as listed: OX1R antag-1 = -5; OX1R antag-2 = 19

# Carrying on.
# Values run as follows: OX1R antag-1	OX1R antag-2
81: CCC(Sc1nc2cc(OC)c(OC)cc2c(=O)n1Cc1ccc(OC)cc1)C(=O)NCCOC (stereo unspecified)
    -24	4
82: COc1ccccc1C(=O)NCCCn1cc(Br)c(C)n1
    -1	4
83: COc1ccc(S(=O)(=O)N(C)CC(=O)N2CCOCC2)cc1
    5	-3
84: COc1ccc(-c2csc(NCCn3c(C)nc4cc(C(F)(F)F)ccc43)n2)cc1
    0	15
85: Cc1c(C(=O)NNS(=O)(=O)c2ccccc2)sc(=S)n1C
    7	-1
86: CCCNS(=O)(=O)c1cc(Cl)ccc1OC
    -4	14
87: O=C(O)C(CC1CCCCC1)N1CCS(=O)(=O)CC1 (stereo unspecified)
    -11	28
88: COc1ccc(NC(=O)c2sc(SCc3ccccc3)nc2N)cc1
    -21	47
89: Cc1ccc(C(C(=O)NC2CCCC2)N2CCc3ccccc32)cc1 (stereo unspecified)
    -16	2
90: CCCCn1nnnc1SCC(=O)NNC(=O)c1ccco1
    -11	1
91: C/C(=N\NC(=O)c1cc(-c2ccncc2)nc2ccccc12)c1ccc(N2CCOCC2)cc1
    -35	28
92: COc1ccc(/C=C/C(=O)Nc2ccccc2C(F)(F)F)cc1OC
    -17	27
93: CCOC(=O)C1=C(Nc2ccc(Br)cc2)CC(C)(O)C(C(=O)OCC)C1c1ccccc1 (stereo unspecified)
    -23	5
94: CN(Cc1cccc(F)c1)C(=O)Cc1ccc(S(=O)(=O)N2CCOCC2)s1
    -14	16
95: CN1CCN(C(=O)NC2CCCCC2)CC1
    -10	-1
96: CCCC(C)C(=O)Nc1cc([N+](=O)[O-])ccc1Cl (stereo unspecified)
    -19	16
97: O=C(CN1CCCC1)NCC(=O)Nc1ccc(F)cc1
    -2	11
98: COC(=O)c1cc2ccccn2c2c(C(=O)OC)c(C(=O)OC)cc1-2
    -15	94*
99: Cc1ccc(C2=Nc3ccc(Br)cc3C(c3ccncc3)=NN2)cc1
    -18	13
100: Cn1c(=O)c(C(=O)COC(=O)c2cc(C3CC3)nc3ccccc23)c(N)n(Cc2ccccc2)c1=O
    -3	59
101: CC(C)[C@H](NC(=O)N1CC(=O)Nc2ccccc21)C(=O)N[C@@H](Cc1ccccc1)C(=O)O
    -2	5
102: Cc1ccc(C2=CC(c3ccc(C)cc3)n3ncnc3N2)cc1 (stereo unspecified)
    -21	23
103: Cc1nc2cc(Cl)ccc2n1-c1ccccc1
    -5	7
104: COc1ccc(S(=O)(=O)N2CCN(c3ccc4nnc(-c5ccccc5)n4n3)CC2)cc1
    -15	8
105: O=C(COc1ccccc1Cl)NC(=S)Nc1ccc(CN2CCOCC2)cc1
    -31	9
106: O=C(COc1ccccc1-c1ccccc1)N/N=C/c1cccnc1
    -32	12
107: CN(C)/C=N/c1cnc(C(=O)c2ccc(Cl)cc2)n1C
    -10	9
108: Cc1cc(C)cc(CC(Cc2nc3ccccc3[nH]2)c2nc3ccccc3[nH]2)c1 (stereo unspecified)
    15	18
109: c1csc(Cc2nc3ccccc3[nH]2)c1
    -23	2
110: O=C(COc1ccc(-c2ccccc2)cc1)N/N=C/c1cc(O)ccc1Br
    -34	19
111: CCOc1ncccc1C(=O)Nc1cccc(-n2cnnn2)c1C
    -6	6
112: CCOC(=O)/C(=C\c1ccc(OC)c(OC)c1)C(=O)c1cccnc1
    -9	7
113: COc1cccc(NC(=O)C2CCCN2C(=O)Nc2cccc(F)c2)c1 (stereo unspecified)
    -24	9
114: O=C(C[n+]1ccc(/C=N/O)cc1)NC1CCCCC1
    -11	24
115: O=C(CSc1ccsc1[N+](=O)[O-])NC1CCCC1
    4	39
116: Cc1c(O)ccc(C(=O)CN2CCN(c3ccccc3F)CC2)c1O
    -11	20
117: O=C1CC(c2ccccc2)CC(O)=C1C=NC1CCCCCC1 (stereo unspecified)
    -39	34
118: O=C(O)[C@H](CSCc1ccccc1)NS(=O)(=O)c1ccc(F)cc1
    2	8
119: O=C(CCNS(=O)(=O)c1cccs1)N1CCN(c2cccc(C(F)(F)F)c2)CC1
    -12	10
120: C=CCNC(=S)/N=c1/ccccn1CC
    -2	27
121: CCC1(C)Cc2c(sc3nc(SCC(=O)O)[nH]c(=O)c23)CO1 (stereo unspecified)
    0	3
122: Cc1ccc(CN2CCCC(C(=O)N3CCCC3)C2)cc1 (stereo unspecified)
    -6	14

# Assay outcomes: PubChem BioAssay, The Scripps Research Institute Molecular Screening Center
